# Screens as filed in PubChem BioAssay.
# XIAP antagonists = small molecules displacing peptide from XIAP – biochemical, IAP family, fluorescence polarization (AID 1018); XIAP BIR domain, fluorescence polarization peptide displacement; higher % means a stronger effect; displacement, % at 20 µM, or IC50 in µM where a hit was titrated; 200,000 tested, 0.007% active; in the data active = displacement above about 50%; also: a part of the inactive calls stands beside numbers as strong as those of hits
# NOD2 inhibition = inhibition of NOD2-driven NF-kB reporter – cell-based, luminescence, uHTS, HEK293 (AID 1566) | 290,000 tested, 0.63% active | inhibition, % at 4 µM; hits with a dose series show EC50 in µM | HEK293 NOD2/NF-kB luciferase reporter, luminescence; higher % means a stronger effect; also: many of its hits are not listed in these tables
# M1AAP inhibition = malaria alanyl aminopeptidase activity blockers – biochemical, fluorogenic H-Leu-NHMec substrate, 1536-well (AID 1445); recombinant M1AAP, H-Leu-NHMec fluorogenic kinetic assay; higher % means a stronger effect; 220,000 tested, 0.42% active; inhibition, % at 30 µM, or IC50 in µM where a hit was titrated;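 active = primary inhibition above the hit cutoff, then over 50% inhibition at one or more dose response concentrations, cut at about 23% in these data, passing the limit was not always enough; inconclusive = conflicting primary data, or primary hits not chosen for dose response; inactive = low primary inhibition, or under 50% at every dose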;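 also: plate controls were DMSO full reaction for no effect and no enzyme background for full effect; strong numbers were not always called active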
# Hep lipid drop = modulators of hepatic lipid droplet formation; AML12 mouse hepatocytes, oleate lipid droplets, BODIPY imaging; inhibition, % at 6.5 µM; 240,000 tested, 0.4% active;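 active = lipid droplet intensity inhibited by at least 50%, with more than 500 cells counted; inconclusive = wells with under 300 cells, treated as cytotoxic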
#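 Assay system: AML12 mouse liver cells | Compound dosing: One dose, 6.5 µM compound | Read-out basis: Droplet intensity reduction, % inhibition | Measured by: Fluorescence imaging, 20x objective, two fields per well | Schedule: Overnight treatment with compound plus oleate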
# ER stress rescue = rescue of cells from ER stress-induced death, primary screen, 384-well, CSM14.1, thapsigargin, ATP luminescence (AID 1222); CSM14.1 thapsigargin-induced death rescue, ATP luminescence; higher % means a stronger effect; cellular ATP content (survival), % at 20 µM; hits with a dose series show EC50 in µM; 190,000 tested, under 10 active;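 active = EC50 below 50 µM in the dose-response confirmation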;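 also: death triggered by thapsigargin at about 15 µM added after 2 h compound pretreatment; cell ATP read after overnight thapsigargin exposure of roughly 18 to 22 hours; normalized against plate controls of thapsigargin alone and 5% DMSO vehicle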
# AID2073 = inhibitors of Mint1-CaV2.2 protein interaction, biochemical, HTRF (AID 2073); HTRF protein-protein interaction, Mint1-CaV2.2; higher % means a stronger effect; inhibition, % at 20 µM; hits with a dose series show IC50 in µM; 290,000 tested, 0.19% active; in the data active = inhibition mostly above about 51%, no sharp cut-off; inconclusive = no clear call, values can overlap the other calls; inactive = mostly below about 53%; also: some results filed as inactive read as strong as hits
# M17LAP inhibition = P. falciparum M17LAP inhibitors, primary screen, biochemical, fluorogenic H-Leu-NHMec substrate, 1536-well (AID 1619); 220,000 tested, 0.38% active; one-dose inhibition, % at 30 µM; IC50 in µM for titrated hits; recombinant M17LAP, H-Leu-NHMec fluorogenic kinetic assay; higher % means a stronger effect;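 active = compound inhibiting the enzyme by more than half at any dose during confirmatory dose-response retesting; inconclusive = strong single-dose inhibitors picked by rank but not retested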;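 also: plate controls were full reaction with DMSO carrier for no effect and no enzyme background for full effect; strong numbers were not always called active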
# LYP inhibition = PTPN22 lymphoid phosphatase activity blockers – biochemical, fluorescence intensity, uHTS (AID 1779) | recombinant LYP phosphatase, fluorescence intensity; higher % means a stronger effect | 290,000 tested, 0.054% active | one-dose inhibition, % at 11.5 µM; IC50 in µM for titrated hits;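 also: plate controls were vehicle with enzyme for no effect and no enzyme for full effect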
# Siah-1 displacement = blockers of Siah-1 interaction with plectin peptide – biochemical, fluorescence polarization, rhodamine-plectin, uHTS, primary screen (AID 1817). Siah-1 / rhodamine-plectin peptide fluorescence polarization; higher % means a stronger effect. 290,000 tested, 0.02% active. one-dose displacement, % at 20 µM; IC50 in µM for titrated hits;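 active = displacement of at least 50% at 20 µM, with a fluorescence ratio check between 0.3 and a set limit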;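 also: plate controls were Siah plus tracer with DMSO for no effect and tracer alone without Siah for full effect; strong numbers were not always called active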
# Hep lipid drop cells 6.5 µM = second read-out of Hep lipid drop, no call of its own (marks repeat the call); cell count; measured here: cell count, cytotoxicity flag;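 cells counted across two imaged fields per well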
# * hit, by the source's call; ? = inconclusive; . = no result given. Rule as the data show it, unless noted: active = inhibition above about 50%; inactive = the rest.
compound	XIAP antagonists	NOD2 inhibition	M1AAP inhibition	Hep lipid drop	Hep lipid drop cells 6.5 µM	ER stress rescue	AID2073	M17LAP inhibition	LYP inhibition	Siah-1 displacement
O=C(O)CCC(=O)NCCc1cccc(Cl)c1	0.1%	31.8%	1.1%	-20.7	629	-0.5%	-0.9%	16.5%	-16.4%	-3.6%
O=C(O)C1Nc2c(C(F)(F)F)ccc(Cl)c2C2C=CCC12 (stereo not drawn)	.	12.5%	.	.	.	.	7.3%	.	-5.6%	-3.2%
COc1cc(C(=O)N(Cc2cc3cc(C)ccc3[nH]c2=O)CC2CCCO2)cc(OC)c1OC (stereo not drawn)	-2.8%	5.0%	4.5%	.	.	-1.9%	-1.8%	4.1%	-0.9%	2.8%
Cc1nc(-n2nnc3ccccc32)c2c3c(sc2n1)CCCC3	-18.2%	12.3%	1.1%	.	.	-1.2%	6.9%	-4.0%	-4.3%	1.1%
COc1ccccc1NC(=O)CSc1nnc(COc2ccc(Cl)cc2)o1	.	23.8%	.	7.6	829	.	?	.	-1.8%	1.1%
CSc1ccccc1NC(=O)CN(C)S(=O)(=O)c1ccc(F)cc1	-10.9%	9.4%	-8.4%	5.9	750	0.0%	-7.7%	7.9%	-3.2%	-6.7%
Cc1c(Cl)c(C(=O)NC2CCCC2)nn1C	-7.4%	1.9%	4.6%	-8.5	634	-2.2%	-3.3%	-8.2%	-1.6%	0.4%
Cc1n[nH]c(=O)c2c(NC(=O)CSc3nc4ccccc4c(=O)n3C(C)C)oc(C)c12	.	21.2%	.	0.4	773	.	-1.1%	.	-11.2%	-4.1%
CCCCc1ccc(NC(=O)NCc2ccccn2)cc1	.	-13.8%	.	0.7	838	.	-0.3%	.	-7.8%	11.5%
CC(C)CCOC(=O)C(C)Sc1n[nH]c(=O)[nH]c1=O (stereo not drawn)	.	21.1%	-3.1%	15.9	728	.	-8.6%	-9.6%	-5.5%	8.1%
CCCS(=O)(=O)N1CCN(CCN2C(=O)c3cccc4cccc(c34)C2=O)CC1	-1.5%	-1.5%	.	2.6	734	2.1%	-6.4%	.	-5.2%	-0.5%
O=S(=O)(Nc1nc2ccccc2nc1Cl)c1ccccc1C(F)(F)F	.	18.4%	.	-2.3	783	.	5.2%	.	-7.9%	12.2%

compound	XIAP antagonists	NOD2 inhibition	M1AAP inhibition	Hep lipid drop	Hep lipid drop cells 6.5 µM	ER stress rescue	AID2073	M17LAP inhibition	LYP inhibition	Siah-1 displacement
COc1ccccc1-c1coc2c(CN3C(C)CCCC3C)c(O)ccc2c1=O (stereo not drawn)	.	14.6%	.	-4.9	811	.	31.8%	.	-5.4%	1.1%
CCN1C(=NCCc2cccnc2)N[C@@H](c2ccccc2)[C@H](C(=O)OC)[C@H]1C	.	-10.2%	.	.	.	.	3.5%	.	-11.5%	-0.3%
CC(=O)C1=C(O)C(=O)N(CC(=O)O)C1c1ccccc1Cl (stereo not drawn)	-3.2%	2.1%	12.6%	.	.	-0.9%	2.8%	8.3%	-0.4%	3.3%
Cc1ccccc1C(=O)Nc1ccccc1C(=O)NC1CC1	.	10.0%	.	-3.2	641	.	6.5%	.	-5.6%	2.8%
COc1ccc(C(=O)O)cc1S(=O)(=O)N(C)C	-2.4%	-3.2%	1.7%	4.9	678	-2.9%	-3.6%	9.2%	1.9%	-4.1%
O=C(NC1CCN(C(=O)NC2CCCCC2)CC1)c1ccco1	-7.3%	13.6%	11.5%	.	.	3.8%	-1.3%	13.5%	-9.1%	0.2%
CCN(CCn1cccn1)C(=O)CC1C(=O)NCCN1Cc1ccc(OC)c(OC)c1 (stereo not drawn)	-2.4%	3.4%	-7.6%	-0.1	666	1.2%	4.8%	6.1%	-5.5%	1.9%
O=C(NCCN1CCCCC1)Nc1ccc(F)cc1	.	0.5%	.	2.2	846	.	9.3%	.	-7.3%	3.0%
COc1ccc(N2CCN(C(=O)c3ccc(OCc4c(C)noc4C)c(OC)c3)CC2)cc1	-0.1%	11.7%	-0.3%	.	.	-1.1%	-7.1%	-4.6%	-3.6%	8.6%
Cc1ccc(CC2SC(=O)NC2=O)cc1Cl (stereo not drawn)	-19.8%	-0.7%	-0.3%	0.6	805	-0.5%	-4.5%	3.8%	-8.4%	1.9%
COc1ccc([N+](=O)[O-])cc1NC(=O)C(C)N(C)Cc1cccc(OC)c1OC (stereo not drawn)	-2.7%	-11.7%	-3.2%	-3.0	557	0.4%	0.0%	-9.3%	6.2%	-4.5%
Cc1cc(C)c(C#N)c(SCc2nc3ccccc3[nH]2)n1	-3.4%	-27.6%	8.8%	7.2	773	-1.3%	3.0%	-13.4%	-4.8%	0.3%

# Shown with two lines to a compound: part of the list above
# Results follow in this order: XIAP antagonists	NOD2 inhibition	M1AAP inhibition	Hep lipid drop	Hep lipid drop cells 6.5 µM	ER stress rescue	AID2073	M17LAP inhibition	LYP inhibition	Siah-1 displacement
CSc1ccccc1NC(=O)CN(C)S(=O)(=O)c1ccc(F)cc1
    -10.9%	9.4%	-8.4%	5.9	750	0.0%	-7.7%	7.9%	-3.2%	-6.7%
Cc1c(Cl)c(C(=O)NC2CCCC2)nn1C
    -7.4%	1.9%	4.6%	-8.5	634	-2.2%	-3.3%	-8.2%	-1.6%	0.4%
O=C(NC1CCN(C(=O)NC2CCCCC2)CC1)c1ccco1
    -7.3%	13.6%	11.5%	.	.	3.8%	-1.3%	13.5%	-9.1%	0.2%
O=C(O)C1Nc2c(C(F)(F)F)ccc(Cl)c2C2C=CCC12 (stereo not drawn)
    .	12.5%	.	.	.	.	7.3%	.	-5.6%	-3.2%
O=C(NCCN1CCCCC1)Nc1ccc(F)cc1
    .	0.5%	.	2.2	846	.	9.3%	.	-7.3%	3.0%
COc1ccc([N+](=O)[O-])cc1NC(=O)C(C)N(C)Cc1cccc(OC)c1OC (stereo not drawn)
    -2.7%	-11.7%	-3.2%	-3.0	557	0.4%	0.0%	-9.3%	6.2%	-4.5%
Cc1ccccc1C(=O)Nc1ccccc1C(=O)NC1CC1
    .	10.0%	.	-3.2	641	.	6.5%	.	-5.6%	2.8%

# Later entries.
compound	XIAP antagonists	NOD2 inhibition	M1AAP inhibition	Hep lipid drop	Hep lipid drop cells 6.5 µM	ER stress rescue	AID2073	M17LAP inhibition	LYP inhibition	Siah-1 displacement
COc1ccccc1NC(=O)c1ccc2nc(C)c(C)nc2c1	.	4.3%	.	2.3	707	.	-3.5%	.	-9.2%	11.1%
O=C(Nc1ccccn1)c1ccc(CN(c2ccccc2)S(=O)(=O)c2ccccc2)cc1	-13.4%	-24.4%	2.5%	2.7	660	-1.0%	5.2%	-2.3%	6.5%	2.8%
COC(=O)c1ccc(NC(=O)c2cccc(N3C(=O)C4C5C=CC(C6CC56)C4C3=O)c2)cc1 (stereo not drawn)	.	58.5%*	.	8.1	681	.	26.6%	.	-6.2%	-0.7%
CC12CCC(C(=O)Nc3ccccc3N3CCOCC3)(CC1=O)C2(C)C (stereo not drawn)	-3.6%	-1.6%	-1.8%	.	.	-1.3%	2.9%	-2.9%	-3.3%	-6.4%

# A portion of the library, so the mix of outcomes need not match the whole.
